Screens from PubChem.
DT40 TDP1 no CPT = qHTS for Inhibitors of human tyrosyl-DNA phosphodiesterase 1 (TDP1): qHTS in cells in absence of CPT | hit rate 15% among 420,000 | Potency, µM (series often up to 46.2 µM), inactives show top-dose activity change, negative = growth inhibition, hits mostly inhibitors | DT40 Tdp1-/- hTDP1 cells, no CPT, ATP luminescence, 48 h; further: nearly all actives have a fitted effect of over 55% in size
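Luminescent ATP content (CellTiter-Glo) served as the growth readout. Knockout chicken DT40 cells expressing human TDP1 were exposed to compounds without camptothecin for a minimum 48 hr at 37 °C.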
TDP1 cell CPT = DT40-hTDP1 cell growth loss with CPT. chicken DT40 Tdp1-/-;hTDP1 cells + 20 nM CPT, ATP luminescence, 48 h. Potency, µM (highest dose often 46.2 µM), inactives show at the highest dose activity change, negative = growth inhibition, most hits filed as inhibitors. hit rate 12% among 420,000. AID 686979; further: nearly all actives have a fitted effect of over 55% in size
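Cell growth measured by CellTiter-Glo luminescence after a minimum 48 h, 37 C compound exposure with 20 nM CPT in Tdp1-knockout DT40 cells stably expressing hTDP1, seeded 400/well; qHTS titration format.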
TDP1 block = TDP1 (human) enzyme inhibition. AID 485290. Potency, µM (highest dose often 130 µM), for inactives: top-dose activity change, negative = inhibition, actives largely listed as inhibitors. hit rate 0.28% among 350,000. recombinant TDP1, AlphaScreen DNA substrate cleavage; further: nearly all actives have a fitted effect of over 40% in size
Target sequence (Q9NUW8 whole entry, looked up): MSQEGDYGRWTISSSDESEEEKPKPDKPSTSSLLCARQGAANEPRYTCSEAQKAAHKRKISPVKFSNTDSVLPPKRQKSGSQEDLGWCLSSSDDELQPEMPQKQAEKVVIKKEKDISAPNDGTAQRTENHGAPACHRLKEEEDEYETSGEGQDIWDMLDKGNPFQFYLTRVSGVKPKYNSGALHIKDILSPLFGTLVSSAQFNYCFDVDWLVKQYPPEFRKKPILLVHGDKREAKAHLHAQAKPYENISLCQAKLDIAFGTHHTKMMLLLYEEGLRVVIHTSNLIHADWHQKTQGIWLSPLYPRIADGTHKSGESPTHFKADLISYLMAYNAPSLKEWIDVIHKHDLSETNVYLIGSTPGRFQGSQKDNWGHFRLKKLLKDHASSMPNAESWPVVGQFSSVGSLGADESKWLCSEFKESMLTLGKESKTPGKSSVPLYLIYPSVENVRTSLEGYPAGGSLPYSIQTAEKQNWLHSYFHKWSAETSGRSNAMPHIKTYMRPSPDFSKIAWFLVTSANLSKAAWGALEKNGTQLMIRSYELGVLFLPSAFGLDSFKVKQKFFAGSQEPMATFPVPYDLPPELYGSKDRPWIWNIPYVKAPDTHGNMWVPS
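Recombinant human Tdp1 (E. coli-expressed, 1 nM final) preincubated with compounds 15 min at room temperature, then 5'-biotin/3'-phosphotyrosine-FITC DNA substrate (15 nM final) added for 5 min. AlphaScreen beads (10 ug/ml final) added 10 min; cleavage lowers signal.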
An asterisk follows results filed as active; ? = inconclusive; nt = no result given; & = joins results of further samples; [ ] = dose if it differs, or a comment. The call rests on the fitted dose curve; in most records, active means well fitted curve in the direction sought with a large enough effect; inconclusive means small, poorly fitted or top-dose-only effect, or another doubt; inactive means no such curve, though single readings can be large; an effect the other way counts as inactive or inconclusive. On the % scale 0 is the no-effect control and ±100 the full control effect; potency means the concentration at half of the fitted maximal effect. No enrichment for hits. Share with any hit: about 18%.

nr | molecule | DT40 TDP1 no CPT | TDP1 cell CPT | TDP1 block
1 | O=C(Cn1cnc2c(nnn2-c2ccc(F)cc2)c1=O)N1CCCc2ccccc21 | ? | -25.8% | 2.0%
2 | Cc1cccc(NC(=S)N2CCCCC2c2cccnc2)c1C (stereo not given) | 9.8% | 11.1% | 3.5%
3 | CC(=O)Nc1ccc(C(=O)OCC(=O)NC2CCCCCCC2)cc1 | -11.8% | 1.2% | 5.0%
4 | O=[N+]([O-])c1cccc(-c2nc3ccccc3s/c2=N/O)c1 | ? | -14.0% | 1.3%
5 | CN(C)c1ccc(C(=O)Nc2cc(C(F)(F)F)ccc2-n2cncn2)cc1 | ? | -15.5% | 5.3%
6 | O=C1CN(C(=O)COc2ccc(Cl)cc2)C(c2ccc(F)cc2)c2cc(Br)ccc2N1 (stereo not given) | ? | ? | 5.9%
7 | Cc1nn2c(NCCCN3CCOCC3)c3c(nc2c1-c1ccccc1)CCC3 | ? | ? | -3.0%
8 | Brc1ccccc1OCCOc1cccc2cccnc12 | -5.9% | -1.1% | 0.0%
9 | COCCn1c(C)cc(/C=C2/NC(=O)N(c3cccc(Cl)c3)C2=O)c1C | ? | -25.6% | 0.0%
10 | COc1cccc(C(C(=O)NCC2CCCO2)N(C(=O)Cn2nnc3ccccc32)c2ccccc2C(C)=O)c1OC (stereo not given) | -3.0% | 0.0% | nt
11 | Cc1nnc(SCc2cc(=O)n3cccc(C)c3n2)s1 | 0.8% | ? | 8.1%
12 | COc1ccc(CNC(=S)N2CCN(S(=O)(=O)c3cccc(F)c3)CC2)cc1 | -12.8% | 2.7% | -1.9%

Limited to TDP1 cell CPT and TDP1 block, for some of the entries so far:
entry | canonical_smiles | TDP1 cell CPT | TDP1 block
7 | Cc1nn2c(NCCCN3CCOCC3)c3c(nc2c1-c1ccccc1)CCC3 | ? | -3.0%
8 | Brc1ccccc1OCCOc1cccc2cccnc12 | -1.1% | 0.0%

Filtered by structure, the entries above containing two or more sulfur atoms (2)
nr | molecule | DT40 TDP1 no CPT | TDP1 cell CPT | TDP1 block
11 | Cc1nnc(SCc2cc(=O)n3cccc(C)c3n2)s1 | 0.8% | ? | 8.1%
12 | COc1ccc(CNC(=S)N2CCN(S(=O)(=O)c3cccc(F)c3)CC2)cc1 | -12.8% | 2.7% | -1.9%

Returning to the listing, repeating the 4 entries before the break.
nr | molecule | DT40 TDP1 no CPT | TDP1 cell CPT | TDP1 block
9 | COCCn1c(C)cc(/C=C2/NC(=O)N(c3cccc(Cl)c3)C2=O)c1C | ? | -25.6% | 0.0%
10 | COc1cccc(C(C(=O)NCC2CCCO2)N(C(=O)Cn2nnc3ccccc32)c2ccccc2C(C)=O)c1OC (stereo not given) | -3.0% | 0.0% | nt
11 | Cc1nnc(SCc2cc(=O)n3cccc(C)c3n2)s1 | 0.8% | ? | 8.1%
12 | COc1ccc(CNC(=S)N2CCN(S(=O)(=O)c3cccc(F)c3)CC2)cc1 | -12.8% | 2.7% | -1.9%
13 | Cc1ccc(NC(=O)COC(=O)C2CC3C=CC2C3)cc1S(=O)(=O)N1CCCCC1 (stereo not given) | ? | ? | 1.4%
14 | Cc1ccc2nc(SCC(=O)c3c(C)[nH]c4ccccc34)[nH]c2c1 | 18.4µM* | 23.1µM* | 1.2%
15 | CCC(CO)NC1=CC(=O)CCC1 (stereo not given) | -17.3% | -13.7% | -5.1%
16 | CNc1cncc(-c2ccoc2)n1 | -24.5% | ? | nt
17 | Cc1cc(-n2c(SCC(=O)NCCC3=CCCCC3)nc3n[nH]c(C)c3c2=N)ccc1Cl | 8.2µM* | 16.4µM* | 4.1%
18 | c1cc2c(cc1-c1[nH]ncc1CN1CC3C[C@@H]4CC1C[C@H](C3)C4)OCO2 | -19.3% | ? | 6.0%
19 | O=C(CCC(=O)NNC(=S)Nc1ccccc1)NCc1ccccc1 | -11.4% | 13.9% | 1.0%
20 | Cc1c(C(=O)NCc2ccc3c(c2)OCO3)oc2ccc(S(=O)(=O)N3CCC(C)CC3)cc12 | 14.6µM* | 14.6µM* | -2.4%
21 | CC1CCCCN1C(=O)c1cnn2c1NC(=C1CC1)C=C2C(F)F (stereo not given) | ? | 10.1% | nt
22 | CCOc1cc2[nH]c(=O)n(CCCCC(=O)NC3CCCCCC3)c(=O)c2cc1OCC | -29.4% | -5.8% | 2.0%
23 | O=C(Nc1cccc(F)c1)N1CCN(C/C=C/c2ccccc2)CC1 | -13.5% | -7.1% | 0.5%
24 | CCc1ccc(NS(=O)(=O)c2ccc3[nH]cc(C(=O)NCCc4ccccc4)c(=O)c3c2)cc1 | 6.4% | 4.5% | nt
25 | COc1ccc(Oc2cc(C)nc(Cl)n2)nn1 | -14.1% | -0.7% | 7.7%
26 | COc1cc2c(cc1O)CCN(C(=O)CSc1nncn1C)[C@@H]2C | 3.5% | -14.8% | 0.8%
27 | CO[C@H]1[C@H](NC(=O)c2ccco2)c2ccccc2C12CCN(Cc1cnn(-c3ccccc3)c1)CC2 | -17.7% | 11.0%[9.04 µM] | nt
28 | CCN(C(=O)CSc1nc(-c2ccccc2)no1)c1ccccc1 | ? | -17.2% | -2.6%
29 | COc1ccc(OCCn2c(N)nc3ccccc32)cc1 | 23.1µM* | ? | nt
30 | COc1cc(CNC(=O)c2cc3n(n2)CCCN(Cc2ccc(C)cc2)C3=O)cc(OC)c1OC | ? | ? | 6.2%
31 | O=c1c2ccccc2sn1-c1cccc(Cl)c1 | 2.31µM* | 1.84µM* | nt
32 | O=C(N[C@@H](Cc1ccccc1)C(=O)OCc1ccccc1)c1nc[nH]c1C(=O)N[C@@H](Cc1ccccc1)C(=O)OCc1ccccc1 | ? | ? | nt
33 | Cc1ccc(-c2ccc(/C=N/NC(=O)Cc3nnc(N)s3)o2)cc1Cl | -28.8% | ? | nt
34 | CCCCNC(=O)c1c(O)c2cccc3c2n(c1=O)CCC3 | ? | 5.7% | 3.3%
35 | Cc1c(CC(=O)O)c(=O)oc2c(C)c(OCc3ccc(F)cc3Cl)ccc12 | 27.0% | -7.1% | nt
36 | COc1ccc(C(NC(=O)CNC(C)=O)C(=O)Nc2ccc3c(c2)OCCO3)cc1 (stereo not given) | -19.8% | -13.5% | 4.8%
37 | COc1ccc(CNn2c(C)nc3ccccc3c2=O)cc1 | ? | -27.1% | 0.0%
38 | Cn1c(/C=C(\C#N)C(N)=S)ccc1-c1ccc(Br)cc1 | ? | -29.1% | -1.2%
39 | O=C(CSc1nnnn1Cc1ccccc1)Nc1ccccc1 | 0.9% | -18.3% | nt
40 | Cc1nc2c(C)cccn2c1/C(O)=C1\C(=O)C(=O)N(CCN(C)C)C1c1ccco1 (stereo not given) | 6.4% | -11.1% | 0.0%
41 | CC(=O)N1C(c2ccccc2O)C[C@]2(C)CC(=O)NC12 (stereo not given in full) | 2.5% | 0.6% | 2.7%
42 | COc1ccc(N(C(=O)Cn2nnc(-c3ccc(F)cc3)n2)C(C)C(=O)NC2CCCC2)cc1OC (stereo not given) | 0.3% | 6.7% | 0.6%
43 | COc1ccc2cc(CN(Cc3ccco3)Cc3nnnn3C3CCCCC3)c(=O)[nH]c2c1 | ? | 25.9µM* | 5.7%
44 | CS(C)(=O)=NS(=O)(=O)c1ccc(Cl)cc1 | -7.6% | -2.9% | 0.0%
45 | CC(=O)NCC(c1cccs1)S(=O)(=O)c1ccc(F)cc1 (stereo not given) | -0.9% | 2.0% | 4.4%
46 | Cc1cc(C(=O)N2CCCC(N3CCN(c4ccccc4C)CC3)C2)n(C)n1 (stereo not given) | ? | ? | 3.8%
47 | CCOC(=O)CCCNC(=O)CCNC(=O)c1ccc(OC(C)C)cc1 | -22.8% | -6.0% | -4.8%
48 | O=C(O)C1C2CCC(C2)C1C(=O)NCCc1ccc(F)cc1 (stereo not given) | 1.4% | -13.9% | -0.2%
49 | CC(C)c1ccc(N(C(=O)c2csnn2)C(C(=O)NC2CCCC2)c2ccncc2)cc1 (stereo not given) | -16.0% | -4.0% | 13.9%
50 | CSc1ccccc1OCc1cc(C(=O)N(Cc2nccn2C)C(C)C)no1 | ? | 18.4µM* | 6.6%
51 | Cn1c(-c2c(N)n(C3CCCC3)c3nc4ccccc4nc23)nc2ccccc21 | ? | ? | 9.6%
52 | CC(C)(C)N(Cc1ccccc1)C(=O)c1cccs1 | ? | ? | 5.2%
53 | O=S(=O)(c1ccc(Cl)cc1)N1c2ccccc2Oc2nc3ccccc3nc21 | 16.4µM* | 23.1µM* | 2.5%
54 | CCOC(=O)C1CCN(S(=O)(=O)c2ccc(CC)cc2)CC1 | ? | 20.6µM* | 11.3%
55 | CCOc1ccccc1NC(=O)CN1C(=O)COc2ccc(S(=O)(=O)N3CCCCCC3)cc21 | 20.6µM* | ? | -2.6%
56 | CCOC(=O)c1[nH]c2ccccc2c1NC(=O)NC(C)C | -19.5% | 5.5% | 2.8%
57 | O=C(CSc1nc2[nH]ncc2c(=O)[nH]1)c1ccccc1 | 4.3% | 0.9% | 0.6%
58 | CCOC(=O)CN1C(=O)CN(c2ccc(C)cc2)C1=O | -11.0% | -7.9% | 0.6%
59 | O=C1NC(=O)C(c2ccccc2)(c2ccccc2)N1S(=O)(=O)c1ccccc1 | -2.5% | 1.8% | nt
60 | COc1cc(OC)cc(C(=O)Nc2ccc(S(=O)(=O)Nc3ncccn3)cc2)c1 | -25.0%&-13.5% | -10.2%&-14.7% | -3.5%&2.1%
61 | CCCn1nc(C(=O)Nc2ccc(S(=O)(=O)Nc3nccs3)cc2)c2ccccc2c1=O | -27.6% | -18.7% | 7.8%
62 | O=C(NCC1CCCO1)c1cnn2c(C(F)F)cc(C3CC3)nc12 (stereo not given) | -13.1% | ? | 5.1%
63 | O=C(c1ccco1)N1CCN(CCOc2ccc(F)cc2)CC1 | -4.4% | -5.9% | nt
64 | COc1cc(OC)c(OC)cc1/C=N/n1c(C)nnc1C | -3.2% | -8.5% | -4.1%
65 | CC1(C)Nc2cccc3c(N=Nc4ccc(N=Nc5ccccc5)c5ccccc45)ccc(c23)N1 | 11.2µM* | ? | nt
66 | CCOC(=O)N1CCN(C(=O)CCCn2c(=S)[nH]c3ccsc3c2=O)CC1 | 3.3% | 2.6% | 1.1%
67 | Cn1c(=O)[nH]c(=O)c2c1nc(Br)n2Cc1ccccc1F | -26.8% | 3.0% | 1.0%
68 | CCN(CC)C(=O)CCSc1nnc(-c2ccncc2)o1 | -6.1% | 1.7% | 5.5%
69 | CC(C)C[C@@H](COCc1cccc(Cl)c1)N1CCN(C(=O)c2ccc(C(F)(F)F)cc2)CCC1=O | ? | ? | nt
70 | O=C(NCc1ccccc1)C(c1ccc(F)cc1)N(Cc1cccs1)C(=O)c1cnccn1 (stereo not given) | ? | ? | 5.4%
71 | COc1ccc(C2c3c(n(C)c4ccccc34)C(=O)N2CC(=O)Nc2cc(Cl)ccc2C)cc1 (stereo not given) | 20.6µM* | ? | 5.6%
72 | Cc1cc(C)c(C)c(OCC(=O)N2CCOCC2)c1 | -0.2% | -3.5% | 1.1%
73 | COc1ccc(OC)c(N2C(N)=C(C#N)C(c3ccc(OC)c(O)c3)C3=C2CC(C)(C)CC3=O)c1 (stereo not given) | -17.2% | -20.5% | nt
74 | CCOc1ccc(CNS(=O)(=O)c2cc3c(cc2C)NC(=O)CO3)cc1OC | -4.1% | -12.4% | 2.7%
